TSHR antag – antagonists of human thyroid stimulating hormone receptor; TSHR-expressing cells, TSH-stimulated cAMP HTRF, 2 h; stronger effect = lower value; 330,000 tested, 0.2% active; P16473; activity change, negative = inhibition, % at 11.5 µM;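 active = activity change below a set negative limit, meaning inhibition stronger than a set level, cut at about -70% in these data; inconclusive = activity change between two set negative limits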; note: % is set by controls: 0 for no effect and ±100 for the full control effect
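Cell-based HTRF cAMP assay; TSHR cells + compound, TSH EC80 (4nM final), 2 h, 37 deg C. Lysis with anti-cAMP cryptate and cAMP-d2, 30 min RT, read 665/620 nm.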
Mito fusion act – mitochondrial division inhibition or fusion activation; S. cerevisiae fusion-defective mutant growth rescue, CellTiterGlo 48 h; Potency, µM (top dose mostly 46.1 µM), for the others: top-dose growth rescue (activation), usual class: activators; 320,000 tested, 0.23% active; AID 485298;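 note: potency is the fitted concentration of half-maximal effect; % of control where 0% means no effect; nearly all actives have a fitted effect of over 45% in size; temperature-sensitive fusion mutants such as fzo1-1 at 37 °C on non-fermentable ethanol glycerol medium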
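Read-out: ATP-based luminescence (CellTiterGlo, 10 min ambient) reporting growth of fusion-defective ts yeast after 48 hours at 37C on glycerol/ethanol YPEG medium in the presence of compound.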
GALK inhibitor – inhibitors of human galactokinase. P51570. Purified GALK, Kinase-Glo residual ATP luminescence. Potency, µM (highest dose often 57.5 µM), without a hit: at the top dose activity change, negative = inhibition, hits mostly inhibitors. 270,000 tested, 0.007% active. AID 1868; note: potency is the fitted concentration of half-maximal effect; % is set by controls: 0 for no effect and ±100 for the full control effect
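Luminescence from leftover ATP (Ultra-Glo luciferase/luciferin) served as read-out after a 1 h room-temperature reaction of 5 nM GALK with 35 uM ATP and 100 uM galactose.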
MBNL1 CUG block – MBNL1-poly(CUG) RNA binding inhibition; TR-FRET MBNL1-His/biotin-(CUG)12 binding, 665/545 ratio; AID 2675; 280,000 tested, 0.036% active; Q9NR56; Potency, µM (doses to about 57.5 µM), inactives show top-dose activity change, negative = inhibition, hits mostly inhibitors; active = well fitted inhibition curve with a large enough effect in the signal ratio, with a control signal flat, not every such curve was filed as active; inconclusive = small, poorly fitted or top-dose-only effect, or effect the other way, or a change in a side signal; inactive = no such curve, though single readings can be large or run the other way; the % refers to the signal ratio; note: potency is the fitted concentration of half-maximal effect; % is set by controls: 0 for no effect and ±100 for the full control effect
Target sequence (Q9NR56 whole entry, looked up): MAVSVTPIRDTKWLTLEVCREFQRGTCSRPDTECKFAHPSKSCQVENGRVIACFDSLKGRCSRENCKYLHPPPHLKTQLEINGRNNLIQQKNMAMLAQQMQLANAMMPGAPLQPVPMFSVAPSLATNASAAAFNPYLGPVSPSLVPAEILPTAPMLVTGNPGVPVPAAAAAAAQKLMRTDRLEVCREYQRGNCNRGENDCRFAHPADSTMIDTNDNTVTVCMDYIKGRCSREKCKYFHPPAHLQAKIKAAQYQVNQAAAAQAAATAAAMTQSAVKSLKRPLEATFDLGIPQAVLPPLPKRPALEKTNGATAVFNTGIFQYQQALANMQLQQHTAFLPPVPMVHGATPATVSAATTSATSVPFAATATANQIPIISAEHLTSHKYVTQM
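Inhibition of protein-RNA binding appears as loss of TR-FRET between terbium anti-His antibody on MBNL1-His and streptavidin-XL665 on biotin-(CUG)12. Activity is normalized to buffer-only and uninhibited-complex controls.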
hERG WT inh – KCNH2 (human, wildtype) channel inhibition; Q12809; U2OS, BacMam KCNH2, thallium flux FluxOr; stronger effect = lower value; activity change, % at 1.84 µM; 340,000 tested, 0.37% active; AID 720551;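 active = maximum activity change below -70%; inconclusive = maximum activity change between -70% and -50%; inactive = maximum activity change above -50%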; note: % is set by controls: 0 for no effect and ±100 for the full control effect
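U2OS cells were transduced with wild-type KCNH2 virus (2.03 x 10^8 / mL) for 4 h at room temperature, then cultured overnight at 37 C. Thallium flux was read with FluxOr dye. Rate constants were normalized to DMSO controls.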
Menin MLL FP TR – inhibitors of human menin-MLL interaction, mutant MLL peptide; O00255; Menin + Texas Red MLL mutant peptide, fluorescence polarization; Potency, µM (titrated, usually from 61.6 µM), without a hit: at the highest dose FP activity change, negative = inhibition, hits mostly inhibitors; 270,000 tested, 0.23% active; AID 1768; active = well fitted inhibition curve with a large enough effect in the polarisation, with a control signal flat, not every such curve was filed as active; inconclusive = small, poorly fitted or top-dose-only effect, or effect the other way, or a change in a side signal; inactive = no such curve, though single readings can be large or run the other way; the % refers to the polarisation; note: potency is the fitted concentration of half-maximal effect; % of control where 0% means no effect; many of its hits are not listed in these tables
Eya2 inh – inhibitors of human Eya2 phosphatase activity | O00167 | recombinant Eya2, OMFP fluorescence dephosphorylation (OMFP is methylfluorescein phosphate) | Potency, µM (highest dose often 76.9 µM), without a hit: at the top dose activity, negative = inhibition, hits mostly inhibitors | 330,000 tested, 0.006% active | AID 488837; note: potency is the fitted concentration of half-maximal effect; % is set by controls: 0 for no effect and ±100 for the full control effect
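Eya2 (0.2 uM) preincubated 10 min at ambient with compound, then OMFP substrate added at 50 uM; 10 min reaction in 50 mM HEPES pH 7.5, 50 mM NaCl, 5 uM MgCl2, 0.05% BSA, 1 mM DTT. Fluorescence read at Ex 485/Em 525 nm.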
PKM2 activator – activators of human pyruvate kinase M2; P14618; purified PKM2, Kinase-Glo ATP luminescence, activation; response scale: 0% is enzyme alone, no compound; Potency, µM (highest dose often 57.5 µM), for inactives: top-dose activation, actives largely listed as activators; 260,000 tested, 0.34% active; note: potency is the fitted concentration of half-maximal effect; % is set by controls: 0 for no effect and ±100 for the full control effect; nearly all actives have a fitted effect of over 55% in size
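hPK-M2, >95% pure; 0.1 mM ADP / 0.5 mM PEP final; imidazole pH7.2 buffer w/ 7 mM MgCl2, 50 mM KCl; 1 h RT; Kinase-Glo lum. Intermediate enzyme activity for dual inhibitor/activator qHTS.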
ASM inhibitor – inhibitors of human secretory acid sphingomyelinase; Potency, µM (doses to about 57.5 µM), for inactives: at the highest dose activity change, negative = inhibition, actives largely listed as inhibitors; placental ASM, HMU-PC fluorogenic substrate, 60 min; 340,000 tested, 0.006% active; P17405; note: potency is the fitted concentration of half-maximal effect
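HMU-PC0 cleavage (9 uM final) by human placental ASM, 60 min at 37 °C following 10 min compound exposure at RT; stopped at pH 10, fluorescence Ex 386/Em 447 nm.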
BCR signal inh – blocks chronic active B-cell receptor signaling; ABC-DLBCL IkBa-CBG/CBR reporter, luminescence ratio, 4 h; Potency, µM (highest dose often 46.1 µM), for the others: top-dose ratio change, negative = lower green/red ratio, hits mostly inhibitors; 340,000 tested, 0.05% active; AID 493014; active = well fitted inhibition curve with a large enough effect in the signal ratio, with a control signal flat, not every such curve was filed as active; inconclusive = small, poorly fitted or top-dose-only effect, or effect the other way, or a change in a side signal; the % refers to the signal ratio;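 note: potency is the fitted concentration of half-maximal effect; plate controls were basal doxycycline-induced cells for no effect and cells given 10 µM MG132 for full effect; MG132 reads +100%, hits lower the ratio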
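Concentration-response series (up to 46 uM) were applied to TMD8 dual-reporter cells for 4 h at 37C with doxycycline. Green/red ratio, after filter-overlap correction, defined %Activity; red signal alone was normalised to basal cells and zero luminescence.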
USP2a inh – USP2a (human) protease inhibition | Potency, µM (top dose mostly 38.3 µM), without a hit: at the top dose activity change, negative = inhibition, actives largely listed as inhibitors | USP2 core, Ub-CHOP2 coupled fluorogenic reporter, 485/531 | 330,000 tested, 0.01% active;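 note: potency is the fitted concentration of half-maximal effect; plate controls were DMSO wells for no effect and full inhibition by NEM control for full effect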
Target sequence (O75604 whole entry, looked up): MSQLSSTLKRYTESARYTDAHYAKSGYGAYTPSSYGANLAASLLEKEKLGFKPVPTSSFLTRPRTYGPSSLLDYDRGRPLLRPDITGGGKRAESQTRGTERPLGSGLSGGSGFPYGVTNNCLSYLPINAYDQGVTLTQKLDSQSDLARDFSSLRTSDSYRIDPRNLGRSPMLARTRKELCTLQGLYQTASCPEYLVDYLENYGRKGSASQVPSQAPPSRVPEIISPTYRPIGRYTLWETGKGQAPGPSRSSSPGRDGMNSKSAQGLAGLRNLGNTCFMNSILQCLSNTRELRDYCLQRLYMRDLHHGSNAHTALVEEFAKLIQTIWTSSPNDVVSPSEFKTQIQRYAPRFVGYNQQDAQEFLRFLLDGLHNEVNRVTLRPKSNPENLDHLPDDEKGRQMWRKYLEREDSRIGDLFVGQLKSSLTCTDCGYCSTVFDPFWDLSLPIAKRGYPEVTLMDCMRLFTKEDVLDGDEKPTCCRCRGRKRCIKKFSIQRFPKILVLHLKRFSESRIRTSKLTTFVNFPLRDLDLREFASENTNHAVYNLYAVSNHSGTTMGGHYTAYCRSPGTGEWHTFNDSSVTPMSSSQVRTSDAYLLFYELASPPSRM
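USP2 core (10nM final) preincubated 30min RT with compound in 20mM Tris-HCl pH 8.0, 2mM CaCl2, 2mM beta-mercaptoethanol, 0.05% CHAPS; 25nM Ub-CHOP2 plus 25nM reporter substrate added, fluorescence (Ex485/Em531) read after 60min.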
* = called active by the depositor; ? = inconclusive; nt = no result given; [ ] = dose if it differs, or a comment. Unless noted, calls come from the whole dose curve; as a rule, active = well fitted curve in the direction sought with a large enough effect; inconclusive = small, poorly fitted or top-dose-only effect, or another doubt; inactive = no such curve, though single readings can be large; an effect the other way counts as inactive or inconclusive.

| Compound | TSHR antag | Mito fusion act | GALK inhibitor | MBNL1 CUG block | hERG WT inh | Menin MLL FP TR | Eya2 inh | PKM2 activator | ASM inhibitor | BCR signal inh | USP2a inh |
| --- | --- | --- | --- | --- | --- | --- | --- | --- | --- | --- | --- |
| Clc1ccc(-c2csc(N/N=C/c3cccnc3)n2)c(Cl)c1 | -18 | 20% | -1% | nt | ? | ? | 2% | -11% | 5% | 2% | 2% |
| Cc1ccc2oc3nc(C)c(C(=O)Nc4cccc(C(F)(F)F)c4)cc3c(=O)c2c1 | -4 | -2% | -2% | -5% | -3 | 18% | 12% | -1% | -3% | -13% | 1% |
| COc1ccc(-c2nc3nc(C)cc(=O)n3[nH]2)cc1 | -5 | -2% | 1% | 5% | -3 | -8% | -12% | -2% | 2% | ? | 0% |
| O=C(NCCCCc1ccccc1)c1ccc(Br)cc1 | 21 | -19% | -5% | -12% | 7 | 10% | 1% | 0% | -5% | ? | 3% |
| CCCC(=NCc1ccccc1)C1=C(O)C(C(=O)OC)C(C)(C)CC1=O (stereo not drawn) | 6 | 2% | 2% | 5% | -2 | -12% | 12% | -2% | 1% | 22% | -4% |
| COc1ccccc1CNC(=O)Cc1ccccc1 | -13 | -1% | nt | -12% | -2 | ? | -2% | -4% | 2% | 9% | -3% |
| O=C(CNC(=O)c1ccccc1)N/N=C/c1ccc([N+](=O)[O-])s1 | -4 | 0% | -4% | ? | 9 | -1% | 9% | 16% | -2% | ? | 1% |
| COc1ccc(C(=O)NNC(=O)CCn2nnc(-c3ccc(Cl)cc3)n2)cc1OC | -6 | -1% | -1% | -5% | -2 | 6% | 6% | -22% | -2% | ? | 1% |
| CC(=O)c1ccc(-c2ccc([C@H]3[C@@H]4C=CCC[C@@]4(C)C(=O)N3Cc3ccccc3)c(F)c2)cc1 | 34 | 16% | 0% | 0% | -11 | nt | 3% | 3% | -13% | ? | -2% |
| CN1c2ccc(Cl)cc2C(=O)NC1c1ccc([N+](=O)[O-])s1 (stereo not drawn) | -14 | -1% | -2% | ? | 1 | nt | 0% | 19% | -1% | 14% | 3% |
| CCCCNC(=O)COc1ccccc1[N+](=O)[O-] | -3 | 0% | -1% | 18% | 7 | 8% | 11% | 0% | 5% | ? | -7% |
| COC(=O)C(C)(C)ONC(=O)Nc1ccccc1Br | -15 | 3% | -2% | -19% | 5 | -13% | -4% | -2% | 2% | 0% | 3% |
| CC(=O)c1cccc(NC(=S)NC(=O)c2ccccc2Br)c1 | -3 | ? | 0% | -7% | 3 | 7% | -4% | -3% | 2% | ? | 0% |
| N#Cc1nc(Cc2cccc3ccccc23)oc1N1CCOCC1 | -6 | 0% | 4% | 9% | -5 | -2% | 13% | 15% | -1% | ? | -1% |
| O=C(NC(Cc1c[nH]c2ccccc12)c1nnc2n1CCCCC2)c1ccc(Cl)cc1 (stereo not drawn) | -20 | 3% | -2% | -5% | 26 | -6% | 3% | 0% | 3% | -4% | 3% |
| CN(C(=O)c1ccc(-c2nn(C)c(=O)c3ccccc23)cc1)c1ccccc1 | -15 | -1% | 3% | 21% | 1 | ? | -3% | -3% | -1% | 2% | 0% |
| COc1ccc(NC(=O)CSc2nnc(C)c3ccccc23)cc1 | 9 | -13% | -1% | 4% | -3 | nt | 11% | nt | 0% | ? | 1% |
| CCOc1ccc(NC(=O)C(C)Oc2ccccc2C(=O)Nc2ccc(C)c(Cl)c2)cc1 (stereo not drawn) | -2 | 7% | -1% | 5% | -8 | -22% | -8% | 1% | ? | ? | 0% |
| CCOC(=O)c1[nH]c2ccccc2c1NC(=O)Nc1ccc(OC)cc1 | 3 | -6% | 2% | 5% | -23 | 30% | 10% | -2% | 14% | 0% | 2% |
| Cc1cc(C(=O)CSc2nnc(-c3ccncc3)n2-c2ccccc2)c(C)n1C | -12 | 1% | 6% | -2% | 6 | -12% | -1% | 1% | -1% | 0% | 2% |
| O=C(CSc1nnc(-c2ccc(OC(F)F)cc2)o1)N1CCOCC1 | -8 | 5% | -3% | -9% | -1 | -13% | 2% | -1% | -1% | 0% | 3% |
| C/C(=N\N1CCN(c2ccccc2)CC1)c1cccs1 | -7 | -1% | 1% | -4% | 6 | nt | -4% | 2% | 0% | 9% | -1% |
| COc1ccc(/C=C2\SC(=S)N(CC(=O)N3CCN(C)CC3)C2=O)cc1 | 5 | -8% | -3% | ? | -7 | nt | -1% | -2% | -15% | 12% | 3% |
| CCOc1ccc(-c2cc3nc(C4CCN(C(=O)OC(C)(C)C)CC4)c(C(=O)O)cn3n2)cc1 | 17 | 8% | 3% | 7% | 1 | 53%[activator] | 12% | -10% | 32% | -13% | -8% |
| CCCCNS(=O)(=O)c1ccc2nc(SCC(=O)Nc3cc(C)cc(C)c3)[nH]c2c1 | 12 | -4% | -1% | -8% | 5 | 7% | -2% | 10% | 13% | -4% | 2% |
| O=C1NC(c2ccc(-c3ccccc3[N+](=O)[O-])o2)C(C(=O)c2ccc(Cl)cc2)C(O)(C(F)(F)F)N1 (stereo not drawn) | -10 | 3% | 3% | ? | -5 | -4% | -11% | 2% | -11% | ? | 3% |
| COc1cc(SC)ccc1C(=O)Nc1ccc(OCC(=O)N2CCOCC2)cc1 | -7 | -2% | 13% | -5% | 4 | -17% | -18% | -1% | 6% | ? | 2% |
| COc1cccc(OC)c1C(=O)Nc1ccccc1N1CCCCC1 | 4 | 7% | -5% | -3% | 11 | -12% | ? | -4% | -3% | ? | -1% |
| COC(=O)c1ccccc1OCC(=O)N1CCN(c2ccc(Cl)cc2)CC1 | 33 | 5% | -3% | -1% | 2 | -1% | 6% | 0% | 3% | -11% | -1% |
| O=C(NC1(C(F)(F)F)NC(=O)N(C2CCCCC2)C1=O)C1CC1 (stereo not drawn) | -2 | -2% | 1% | -6% | -1 | 7% | 8% | -2% | 5% | ? | 9% |

Part of the list above, limited to USP2a inh, TSHR antag and MBNL1 CUG block:
SMILES | USP2a inh | TSHR antag | MBNL1 CUG block
COc1cccc(OC)c1C(=O)Nc1ccccc1N1CCCCC1 | -1% | 4 | -3%
CCCCNS(=O)(=O)c1ccc2nc(SCC(=O)Nc3cc(C)cc(C)c3)[nH]c2c1 | 2% | 12 | -8%
COc1cc(SC)ccc1C(=O)Nc1ccc(OCC(=O)N2CCOCC2)cc1 | 2% | -7 | -5%

New compounds follow:
| Compound | TSHR antag | Mito fusion act | GALK inhibitor | MBNL1 CUG block | hERG WT inh | Menin MLL FP TR | Eya2 inh | PKM2 activator | ASM inhibitor | BCR signal inh | USP2a inh |
| --- | --- | --- | --- | --- | --- | --- | --- | --- | --- | --- | --- |
| Cc1cnc(CN(C)Cc2c(C(=O)N3CCc4ccccc4C3)nc3ccc(Cl)cn23)[nH]1 | 20 | -1% | 4% | -7% | 5 | ? | 1% | -1% | -1% | 1% | -4% |
| CCCC1=Nc2cc(C(=O)NCCN3CCOCC3)ccc2Sc2ccc(C)cc21 | -7 | 0% | -7% | 2% | 3 | 1% | -4% | nt | 0% | -1% | 4% |
| Cc1c(Cl)cnc(NC(=O)COC(=O)c2ccc([N+](=O)[O-])s2)c1Cl | -1 | -1% | -5% | 26% | -18 | ? | 0% | 4% | 0% | -2% | 6% |
| CC(C)CNC(=O)COC(=O)c1n[nH]c2ccccc12 | 1 | 2% | 2% | 1% | 5 | 1% | -3% | -5% | -2% | -4% | 1% |
| NS(=O)(=O)c1ccc(NC(=S)NCC2CCCO2)cc1 (stereo not drawn) | 3 | 0% | 1% | nt | 0 | 5% | -1% | 1% | 8% | 3% | 1% |

This is a subset; count on the stated rates, not on these rows.
